PG9 binder = PG9 antibody binding by small molecule | TR-FRET gp120-PG9 antibody binding | inhibition, % at 6.7 µM | 360,000 tested, 0.43% active; in the data active means inhibition above about 8.5%
ASAP1 inh = inhibitors of human ASAP1 ArfGAP activity. Q9ULH1. inhibition, % at 16.5 µM. ASAP1-stimulated ARF1 GTP hydrolysis, GDP FP detection. AID 624377. 360,000 tested, 0.19% active; in the data active means inhibition above about 25%;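 further: 0% = vehicle with enzyme and substrate and 100% = no enzyme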
Target sequence (Q9ULH1 325-724 limits assumed): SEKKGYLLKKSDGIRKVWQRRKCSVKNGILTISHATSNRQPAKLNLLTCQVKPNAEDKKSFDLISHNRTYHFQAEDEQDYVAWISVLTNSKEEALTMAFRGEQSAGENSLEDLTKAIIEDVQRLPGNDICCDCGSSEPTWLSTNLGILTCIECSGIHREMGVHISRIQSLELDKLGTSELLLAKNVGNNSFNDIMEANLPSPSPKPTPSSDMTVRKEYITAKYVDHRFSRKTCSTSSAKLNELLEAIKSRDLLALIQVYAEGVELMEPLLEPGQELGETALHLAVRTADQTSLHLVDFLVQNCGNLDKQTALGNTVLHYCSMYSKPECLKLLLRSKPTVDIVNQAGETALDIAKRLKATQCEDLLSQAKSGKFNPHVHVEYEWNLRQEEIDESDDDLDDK
SMARCA2 act = increases SMARCA2 function in MMTV reporter cells; MG213 cells, MMTV-luciferase reporter, dexamethasone, overnight; activation, % at 9.1 µM; 370,000 tested, 1% active; AID 652017; in the data active means activation above about 7.8%;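 further: 0% = vehicle wells and 100% = reference activator wells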
HTRA1 inh = inhibitors of human serine peptidase HTRA1; Q92743; recombinant HTRA1, FP-rhodamine activity-based probe, fluorescence polarization; inhibition, % at 5.96 µM; 340,000 tested, 0.5% active; in the data active means inhibition above about 36%;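 further: 0% = enzyme with DMSO and 100% = wells lacking enzyme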
Target sequence (Q92743 whole entry, looked up): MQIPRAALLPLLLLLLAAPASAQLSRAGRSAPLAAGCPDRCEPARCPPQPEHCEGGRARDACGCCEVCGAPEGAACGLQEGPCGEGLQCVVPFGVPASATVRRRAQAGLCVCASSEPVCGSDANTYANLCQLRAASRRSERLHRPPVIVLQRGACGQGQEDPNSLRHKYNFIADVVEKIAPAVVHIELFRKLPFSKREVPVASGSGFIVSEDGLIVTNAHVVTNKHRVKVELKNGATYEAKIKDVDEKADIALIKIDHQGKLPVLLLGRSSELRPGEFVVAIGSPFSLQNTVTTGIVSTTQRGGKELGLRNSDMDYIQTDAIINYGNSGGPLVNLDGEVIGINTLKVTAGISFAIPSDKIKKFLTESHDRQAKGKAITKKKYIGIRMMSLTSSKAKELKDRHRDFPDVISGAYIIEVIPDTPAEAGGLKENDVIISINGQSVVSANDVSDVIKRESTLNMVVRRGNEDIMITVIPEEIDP
NPR1 activator = GC-A (human) enzyme activation. 370,000 tested, 0.14% active. HEK293 GC-A cells, cGMP TR-FRET, EC30 ANP; 0% at EC30 ANP, 100% saturating ANP. AID 1671463. activation, % at 10 µM; in the data active means activation above about 40%
NR1D1 modulator = modulators of human Rev-erb alpha DNA binding; Rev-erbα–FITC-DNA binding, fluorescence polarization, 90 min; activity, % at 10 µM; 370,000 tested, 0.79% active; AID 1259318;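 active means activity above about 14%, limit read from the data; passing the limit was not always enough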;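 further: 0% = DMSO wells with 35 nM protein and 100% = DMSO wells with 750 nM protein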
NPR2 activator = GC-B (human) receptor activation. P20594. AID 1920062. 370,000 tested, 0.11% active. HEK293-GC-B cells, CNP EC30, cGMP TR-FRET; 0% at EC30 CNP, 100% saturating CNP. activation, % at 10 µM;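 active means activation at 10 µM reaching about 35% in either raw or pattern-adjusted values, limit read from the data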
mABHD4 FP = inhibits mouse alpha/beta hydrolase domain 4; inhibition, % at 8.92 µM; 370,000 tested, 0.54% active; purified mABHD4, FP-Rh probe fluorescence polarization; Q8VD66; AID 720543;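 active means inhibition exceeding the mean over every tested compound plus 3 SD, cut at about 30% in these data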;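 further: 0% = plate median of compound wells and 100% = S159A mutant with DMSO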
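Assay system: mouse ABHD4 enzyme, wild type / Also added: fluorescent activity-based probe FP-Rh / Doses: single nominal dose of 8.92 µM, 0.89% DMSO final / Timing: 45 min compound pre-incubation plus 60 min probe step, 25 °C / Signal: FP readout, ex 525 nm / em 598 nm / Control set: S159A mutant/DMSO as 100%, compound-well median as 0%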
ARFGAP1 inh = rat ARFGAP1 inhibition; 360,000 tested, 0.26% active; Q62848; inhibition, % at 16.5 µM; Arfgap1-stimulated ARF1 GTP hydrolysis, GDP FP detection;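 active means inhibition above a per-plate limit, mean inhibition of low control wells plus 3 SD, cut at about 25% in these data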;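 further: 0% = DMSO wells with enzyme and 100% = wells lacking Arfgap1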
Target sequence (Q62848 1-136 limits assumed): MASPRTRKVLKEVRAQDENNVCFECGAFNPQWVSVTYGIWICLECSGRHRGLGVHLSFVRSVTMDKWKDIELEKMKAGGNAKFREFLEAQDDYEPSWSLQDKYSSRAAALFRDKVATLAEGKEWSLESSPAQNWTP
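system = rat Arfgap1 catalytic domain, aa 1-136 | technique = FP, GDP Alexa 633 tracer displaced from anti-GDP antibody, 620/688 nm | compound = one concentration, 16.5 µM, DMSO 1.26% | medium = HEPES-based buffer, pH 7.5 | timing = compound-enzyme preincubation 20 min, reaction 120 min, detection 60 min, 25 °C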
rCAG binder = r(CAG) repeat RNA binding. TO-PRO-1 dye displacement fluorescence. inhibition, % at 3 µM. 370,000 tested, 1.3% active;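 active means inhibition above the plate cutoff, the mean of all test compounds on that plate plus 3 SD, cut at about 35% in these data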;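 further: 0% = DMSO alone and 100% = 100 µM mitoxantrone as full dye displacement; higher means more dye released from RNA so lower well fluorescence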
The depositor's hits bear a star; · = not tested or not shown.

SMILES	PG9 binder	ASAP1 inh	SMARCA2 act	HTRA1 inh	NPR1 activator	NR1D1 modulator	NPR2 activator	mABHD4 FP	ARFGAP1 inh	rCAG binder
N/C(=N\N=C\c1ccc2c(c1)OCO2)SC1CC(=O)N(c2ccc(C(=O)O)cc2)C1=O (centres undefined)	-2.3	-4	-1	-2	-1	-5	7	-12	3	4
COc1cc(CNCCc2ccc(S(N)(=O)=O)cc2)ccc1OCC(=O)NC1CCCCC1	3.7	0	-3	-4	-1	-2	0	-3	6	-2
O=C(CCCN1C(=O)/C(=C\c2cccs2)SC1=S)Nc1cc([N+](=O)[O-])ccc1O	-0.8	-6	-1	5	0	-7	0	2	2	5
COc1ccc(OC)c(NC(=O)CCS(=O)(=O)c2cc3c(cc2C)NC(=O)CO3)c1	-1.5	4	4	7	-1	-2	6	-2	-5	4
COC(=O)c1ccc(N(CC(=O)NC2CCCC2)C(=O)CNC(=O)c2ccco2)cc1	-1.9	-4	-3	-2	-1	2	0	0	-1	-2
COC(=O)Cc1sc(-c2ccccn2)nc1-c1ccccc1	-0.2	3	2	-2	7	5	0	1	-11	-3
CCCc1ccc(S(=O)(=O)NCC2CCCN2CC)cc1 (centres undefined)	-2.0	8	1	-5	4	-2	7	3	-2	-2
O=C(N/N=C/c1cccc2ccccc12)c1n[nH]c2c1CCCC2	-3.1	7	0	5	-15	-6	-7	-2	0	2
Cc1ccc(S(=O)(=O)c2c(C)cc(C)nc2Cl)cc1	1.0	-8	-2	3	2	1	-1	0	-3	-4
CN1CCC(=NNc2ncnc3sc4c(c23)CCCC4)CC1	-0.4	7	-2	4	-5	-4	-7	0	10	11
Cc1ccccc1NC(=O)NC1(C(=O)N2CCC(O)CC2)CCCCC1	-0.4	-5	-4	6	-4	3	6	3	1	2
CCOc1ccc2[nH]c(=O)c(CN(Cc3ccco3)Cc3nnnn3Cc3ccccc3)cc2c1	-0.9	-13	-2	0	-4	-3	2	-11	3	2
COc1ccccc1N(C(C)=O)C1SC(=O)N(c2ccccc2)C1=O (centres undefined)	-0.3	10	-4	-7	0	-8	4	1	0	-3
Cc1noc(C)c1C(=O)N1CCCC(C(=O)c2cccc(C(F)(F)F)c2)C1 (centres undefined)	-0.7	-7	-2	5	-2	-1	-1	-3	-6	-4
Cc1nn(-c2ccccc2)c(C)c1NC(=O)c1ccc(S(=O)(=O)N2CCCC2)cc1	0.6	-8	1	-9	-2	4	-1	-4	11	-4
Oc1ccc(Cn2ccnc2)c2cccnc12	-1.4	-4	-2	3	0	-1	2	1	-9	0
COc1ccc(CC(=O)OCC(=O)Nc2ccc(N3CCOCC3)cc2)cc1	-1.2	5	0	4	1	-4	-1	-1	4	0
CCOc1cc(C2C(C#N)=C(N)OC3CCCC(=O)C32)ccc1OCCN1CCOCC1 (centres undefined)	-1.6	-14	-2	5	-1	-1	-1	1	8	-2
N#Cc1nc(-c2ccc(OCc3ccccc3)cc2)oc1N1CCOCC1	-0.1	17	1	-1	-3	-4	-5	5	-3	-2
CCOc1cc(C(=O)N(CC)CC(=O)Nc2ccc3c(c2)OCCO3)ccc1OC	-1.0	-5	-3	4	3	4	5	1	-17	2
O=C(COC(=O)C12CC3CC(CC(C3)C1)C2)Nc1ccc([N+](=O)[O-])cc1Br	-2.0	-12	2	-1	-2	8	-1	-1	-18	2
O=C(O)C1CCCCC1C(=O)Nc1cccc(Br)c1 (centres undefined)	2.9	-5	0	-7	-3	-10	1	-2	-7	8
Cc1ccccc1-n1c(SCC(=O)N(C)C2CCS(=O)(=O)C2)nc2ccccc2c1=O (centres undefined)	1.6	9	4	2	0	6	3	-6	-11	-2
CCOc1ccc(CCNC(=O)C(C)N2C(=O)CC(C)(C)Sc3ccccc32)cc1 (centres undefined)	-1.5	-3	-3	-5	-6	2	-1	-6	-2	-10
N/C(=N/O)c1nc(N2CCCC2)nc(N2CCCC2)n1	-2.5	7	2	6	2	-8	2	-3	0	1
The list continues.
SMILES	PG9 binder	ASAP1 inh	SMARCA2 act	HTRA1 inh	NPR1 activator	NR1D1 modulator	NPR2 activator	mABHD4 FP	ARFGAP1 inh	rCAG binder
Cc1cccc(NC(=O)Nc2ccc3c(c2)CCC3)c1	-4.2	9	5	-15	0	2	2	0	8	4
COc1ccc(CCNC(=O)c2cccc(S(=O)(=O)N3CCCC3)c2)cc1OC	0.4	1	-1	-4	0	-6	6	2	-10	1
CC1(c2nnc(-c3cccc(Cl)c3)o2)CC(c2ccc(F)cc2)=NO1 (centres undefined)	2.4	5	2	-19	-2	7	-4	-21	10	1
COc1cc(OC)cc(C(=O)N2CCN(c3ccccc3F)CC2)c1	-0.7	-7	-4	-2	0	-3	1	2	11	-10
Clc1nc(N2CCOCC2)ncc1Br	-0.6	-3	-3	10	0	5	6	-3	7	2
O=C(Cn1nnc2ccccc2c1=O)N[C@@H](Cc1c[nH]c2ccccc12)C(=O)O	-1.6	-10	-2	4	4	-3	0	2	-7	5
CC1CCCN(c2ccc(C(=O)NCc3ccco3)cc2[N+](=O)[O-])C1 (centres undefined)	-0.2	-5	-1	-12	-2	3	-3	6	-11	-2
O=C(COc1ccc2ccccc2c1Br)N1CCN(c2ccccn2)CC1	1.1	10	-1	-4	-4	3	-8	4	11	-5
CN1C(=O)C(CC(=O)Nc2ccc(F)cc2)N(CCCc2ccccc2)C1=S (centres undefined)	-1.1	-2	0	-35	5	0	-11	-4	6	4
COc1ccc(C(OC(=O)c2ccco2)C(=O)NC2CCCCC2)cc1 (centres undefined)	1.7	10	-2	-2	3	-3	-1	-6	-11	-1
CCN1CCN(c2ccc(S(=O)(=O)N3CCOCC3)cc2NC(=O)CCC(C)C)CC1	-2.4	-11	0	4	-1	-5	5	-5	-9	-4
CCOc1ccc(CNC(=O)C(C)n2ccc3cc(S(=O)(=O)N4CCCC4)ccc32)cc1 (centres undefined)	0.3	-6	0	-8	-5	0	4	-6	8	3
CCCCn1c(NS(=O)(=O)c2ccccc2)c(S(=O)(=O)c2ccc(C)cc2)c2nc3ccccc3nc21	1.2	-16	-4	17	5	-4	2	-4	-18	4
Oc1ccc(F)c(CN2CCN(c3ncc(Cc4ccccc4)cn3)CC2)c1	-1.9	-3	-1	·	1	0	7	-4	12	0
CCCCN1C(=O)C(=O)N(CC(=O)Nc2cc(S(=O)(=O)N(C)C)ccc2C)C1=O	0.6	-5	-2	-5	1	2	5	0	11	-1
[O-]/C(=C(\C(=S)Nc1cccc2ccccc12)[n+]1cccc(CO)c1)c1ccc(Cl)s1	0.1	3	-3	1	-5	6	4	9	-6	6
O=[N+]([O-])c1cccc(OCCCN2CCC(C(O)(c3ccccc3)c3ccccc3)CC2)c1	·	·	-3	·	-13	9	-13	0	·	5
CN(CCc1ccccn1)C(=O)CCNC(=O)Cn1cnc2ccccc2c1=O	-1.1	2	0	9	2	1	-1	0	-4	-1
COc1ccc(N2CC(C(=O)Nc3ccc4c(c3)OCO4)CC2=O)cc1 (centres undefined)	-1.4	3	3	4	2	-3	3	1	6	1
CC1CCN(c2c(NCc3ccc(C(=O)N4CCN(C5CCCCC5)CC4)cc3)c(=O)c2=O)CC1	1.0	10	-1	-4	4	-1	-4	2	-1	0
CCCn1nnc2c(=O)oc3ccccc3c21	0.2	2	1	3	0	-4	4	1	1	1
Cc1cc(Cl)ccc1OCC(=O)Nc1ccc2oc(=O)ccc2c1	-1.6	-6	0	-12	-5	0	-1	0	7	2
Cc1ccc(NC(=O)c2oc3ccccc3c2COC(C)C)cc1S(=O)(=O)N1CCOCC1	0.6	24	-3	-8	0	-2	0	-11	1	4
CN(C)c1ccc(/C=N/N2CCN(Cc3ccccc3Cl)CC2)cc1	-0.2	18	-2	9	3	-8	0	4	-8	-2
CCOC(=O)C[C@H]1c2ccccc2S(=O)(=O)N1Cc1ccc(Cl)cc1	0.7	0	-1	-11	-5	1	-19	2	1	-6

Exported with two lines to a compound: part of the list above.
Below each compound – PG9 binder, ASAP1 inh, SMARCA2 act, HTRA1 inh, NPR1 activator, NR1D1 modulator, NPR2 activator, mABHD4 FP, ARFGAP1 inh, rCAG binder
Cc1cccc(NC(=O)Nc2ccc3c(c2)CCC3)c1
→ -4.2, 9, 5, -15, 0, 2, 2, 0, 8, 4
COc1ccc(CCNC(=O)c2cccc(S(=O)(=O)N3CCCC3)c2)cc1OC
→ 0.4, 1, -1, -4, 0, -6, 6, 2, -10, 1
CC1(c2nnc(-c3cccc(Cl)c3)o2)CC(c2ccc(F)cc2)=NO1 (centres undefined)
→ 2.4, 5, 2, -19, -2, 7, -4, -21, 10, 1
COc1cc(OC)cc(C(=O)N2CCN(c3ccccc3F)CC2)c1
→ -0.7, -7, -4, -2, 0, -3, 1, 2, 11, -10

The listing continues.
SMILES	PG9 binder	ASAP1 inh	SMARCA2 act	HTRA1 inh	NPR1 activator	NR1D1 modulator	NPR2 activator	mABHD4 FP	ARFGAP1 inh	rCAG binder
COc1ccccc1-c1cc(-c2cc(Cl)ccc2O)n[nH]1	0.0	8	-3	-4	-2	14	1	1	4	3
Cc1nc(C)c(C(=O)OC(C)C(=O)Nc2ccc(F)cc2)s1 (centres undefined)	-0.1	2	-1	0	3	3	3	-1	-9	4
Cc1ccc([C@H]2C(C(=O)O)=C[C@@H](CC3CCCC3)N2S(=O)(=O)c2ccc(C)cc2)cc1	0.8	-2	-4	-31	0	6	-4	12	-19	68*
COc1cccc(/C=C2\SC(=S)N(N3C(=O)CCCC3=O)C2=O)c1	-1.6	-11	-5	-3	1	-2	0	-3	6	8
COC(=O)c1ccc2nc(-c3ccco3)c(Cc3ccccc3)n2c1	-0.5	-8	-2	·	24	-5	25	4	-3	25
Cc1cc(C)nc(SC(C(=O)O)c2ccccc2)n1 (centres undefined)	-0.8	2	-4	4	2	0	3	-7	-4	-2
CCOc1ccc2c(c1)C(=NNC(=O)c1ccncc1)c1cc(OCC)ccc1-2	-6.5	-10	2	1	6	-5	8	-5	-9	3
COc1ccccc1/C=N/NC(=O)c1ccc2c(c1)OCO2	-1.3	-17	2	1	-3	3	-1	1	-5	-2
Cc1c(Cl)ccc(S(=O)(=O)N2CCN(C)CC2)c1Cl	-0.9	-3	-4	0	2	4	4	2	-3	-2
Cc1cc(=O)[nH]c(N/N=C/c2cc(C)n(-c3ccccc3)c2C)n1	-5.1	-9	1	10	-3	2	-6	3	-10	10
COc1cccc(NC(=O)C2CCC(CNC(=O)[C@@H]3Cc4ccccc4CN3)CC2)c1 (some centres undefined)	-2.5	-3	2	0	2	4	4	4	-3	-4
O=C(NCCOc1ccccc1)c1ccc2c(c1)S(=O)(=O)c1cc(Cl)ccc1C2=O	0.1	7	-1	-4	1	23*	2	-1	7	8
CC(C)OC(=O)Cn1cc(C#N)c2ccccc21	0.0	7	-5	-1	-40	2	-10	-4	6	-1
O=c1ccn(C2CC(O)C(COC(c3ccccc3)(c3ccccc3)c3ccccc3)O2)c(=O)[nH]1 (centres undefined)	-1.8	-1	-4	·	-25	-2	-26	-9	-9	2
Cc1nnc(SCC(=O)Nc2cc(S(=O)(=O)N3CCCC3)ccc2Cl)s1	-1.4	5	-1	8	0	-4	2	1	17	4
O=C(c1ccccc1F)N1CCN(c2ccc([N+](=O)[O-])c3ncccc23)CC1	-1.4	-8	-4	2	-1	6	-2	2	-3	-2
Cc1ccc(C(=O)CN2CCC(NC(=O)C3CCCCC3)CC2)cc1	-1.6	2	-1	-6	2	7	0	0	-1	8

Source: PubChem (several laboratories)
